ADAM17 inh – ADAM17 inhibition, QFRET primary screen; P78536; recombinant ADAM17, EDANS/DABCYL FRET peptide cleavage; inhibition, % at 6.95 µM; actives 0.83% (n = 370,000); AID 720648;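 active = inhibition above the mean of compounds lying between control limits plus 3 SD, set per campaign, cut at about 8.5% in these data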;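 note: 0% = DMSO-only wells as the low control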
PLCg1 inh – PLC-gamma1 (human) inhibition, primary screen; P19174; purified PLC-gamma1, fluorogenic substrate, fluorescence; inhibition, % at 12.2 µM; actives 0.84% (n = 370,000); AID 720700; in the data active = inhibition above about 9.5%
ARFGAP1 inh – inhibits rat ARF GTPase activating protein 1 | AID 651572 | inhibition, % at 16.5 µM | Arfgap1-stimulated ARF1 GTP hydrolysis, GDP FP detection | actives 0.26% (n = 360,000) | Q62848;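 active = inhibition above a per-plate limit, mean inhibition of low control wells plus 3 SD, cut at about 25% in these data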;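 note: 0% = DMSO wells with enzyme and 100% = wells lacking Arfgap1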
Target sequence (Q62848 1-136 limits assumed): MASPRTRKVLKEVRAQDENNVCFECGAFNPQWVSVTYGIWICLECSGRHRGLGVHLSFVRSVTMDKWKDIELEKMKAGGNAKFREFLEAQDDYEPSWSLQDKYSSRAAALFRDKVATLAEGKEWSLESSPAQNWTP
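Repeats: one replicate per compound; assay system: rat Arfgap1 catalytic domain, aa 1-136; times: enzyme reaction 120 min at 25 °C after 20 min preincubation; detection: FP of antibody-bound GDP Alexa 633 tracer, ex 620/em 688 nm; benchmarks: high control wells lacking Arfgap1, low control full reaction with DMSO; reagent: human ARF1(Δ1-17)-GTP substrate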
MBD2 inh – inhibitors of human MBD2 binding to methylated oligonucleotide; Q9UBB5; TR-FRET; inhibition, % at 4.4 µM; actives 0.31% (n = 370,000); AID 686964; in the data active = inhibition above about 13%
PLCb3 inh – blocks human PLC-beta3 enzyme activity | Purified PLC-beta3, fluorogenic substrate, fluorescence | inhibition, % at 12.2 µM | actives 0.18% (n = 370,000) | AID 720704; in the data active = inhibition above about 11%;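 note: 0% = median of compound wells on plate and 100% = full blocker control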
DDE Tn7 FP inh – DD(E)-Tn7 binding inhibition, primary FP screen | FP displacement of FITC-Tn7 peptide from fibrin DD(E); 0% = median of compound wells per plate | inhibition, % at 8.3 µM | actives 0.13% (n = 370,000);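 active = inhibition above the mean of compounds falling within the control limits plus 3 SD of them, cut at about 14% in these data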;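 note: 0% = plate median of compound wells and 100% = 10 µM Aha-Tn7 peptide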
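Also added: labelled Tn7 tracer, 0.1 µM; Assay system: human fibrin DD(E) protein; Amount: 2 µM fibrin DD(E); Schedule: 10 min compound pre-incubation, 3 h probe incubation at room temperature; Repeats: one replicate per compound; Read-out basis: percent inhibition; Measured by: fluorescence polarization of the labelled Tn7 tracer.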
ASAP1 inh – ASAP1 ArfGAP inhibition; ASAP1-stimulated ARF1 GTP hydrolysis, GDP FP detection; Q9ULH1; actives 0.19% (n = 360,000); inhibition, % at 16.5 µM; in the data active = inhibition above about 25%;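 note: 0% = vehicle with enzyme and substrate and 100% = no enzyme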
UHRF1 binding – blocks human UHRF1 binding to methylated DNA | actives 0.75% (n = 370,000) | Q96T88 | UHRF1 binding to methylated oligo, TR-FRET | AID 687016 | inhibition, % at 4.4 µM; in the data active = inhibition above about 21%;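 note: UHRF1 SRA domain binding a hemimethylated CpG hairpin DNA probe; 0% = median of test compound wells and 100% = reference inhibitor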
Target sequence (Q96T88 whole entry, looked up, the tested form may be a part): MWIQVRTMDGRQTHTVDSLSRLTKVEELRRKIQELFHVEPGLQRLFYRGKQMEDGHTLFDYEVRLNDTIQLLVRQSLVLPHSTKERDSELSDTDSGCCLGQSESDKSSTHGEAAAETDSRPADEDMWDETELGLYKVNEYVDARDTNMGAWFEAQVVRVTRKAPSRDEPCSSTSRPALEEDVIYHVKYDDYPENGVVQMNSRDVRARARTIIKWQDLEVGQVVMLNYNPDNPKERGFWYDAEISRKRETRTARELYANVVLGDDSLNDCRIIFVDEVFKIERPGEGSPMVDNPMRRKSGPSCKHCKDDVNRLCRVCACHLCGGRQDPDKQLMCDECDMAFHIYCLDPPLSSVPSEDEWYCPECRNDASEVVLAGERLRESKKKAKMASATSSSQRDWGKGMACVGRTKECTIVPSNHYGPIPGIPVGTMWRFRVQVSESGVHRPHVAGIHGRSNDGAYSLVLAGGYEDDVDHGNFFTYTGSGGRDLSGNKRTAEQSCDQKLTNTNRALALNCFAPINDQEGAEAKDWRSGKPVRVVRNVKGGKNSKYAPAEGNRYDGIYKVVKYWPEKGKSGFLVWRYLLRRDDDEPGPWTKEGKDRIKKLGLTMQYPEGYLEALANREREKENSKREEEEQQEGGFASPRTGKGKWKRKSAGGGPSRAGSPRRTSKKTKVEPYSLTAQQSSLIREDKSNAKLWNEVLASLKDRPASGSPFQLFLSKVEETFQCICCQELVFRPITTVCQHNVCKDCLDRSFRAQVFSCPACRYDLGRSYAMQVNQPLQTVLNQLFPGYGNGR
KLK7 zymogen act – proKLK7 (human) activation, primary screen; AID 652039; activation, % at 7 µM; purified proKLK7, EDANS-DABCYL substrate fluorescence; 100% is mature enzyme control, 0% vehicle; actives 0.9% (n = 370,000);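 active = activation above the mean of all tested compounds plus 3 SD, computed per campaign excluding outliers beyond control limits, cut at about 13% in these data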
Tn6 DDE FP – disrupts Tn6 cyclic peptide binding to fibrin D-Dimer-E complex; Fibrin DD(E) TRITC-Tn6 fluorescence polarization displacement; inhibition, % at 8.3 µM; actives 0.21% (n = 370,000); P02675;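 active = inhibition above a per-campaign cutoff: mean of compounds within control limits plus 3 SD, cut at about 15% in these data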;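 note: 0% = median of all compound wells on the plate and 100% = blocking peptide control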
* = called active by the depositor; & = joins results of further samples. An excerpt; rates above refer to the full screens.

SMILES	ADAM17 inh	PLCg1 inh	ARFGAP1 inh	MBD2 inh	PLCb3 inh	DDE Tn7 FP inh	ASAP1 inh	UHRF1 binding	KLK7 zymogen act	Tn6 DDE FP
CCn1c(=O)n(CC(=O)N2CCC3(CC2)OCCO3)c(=O)c2ccccc21	0	3	17	2	1	2	3	-1	-0.3	-6
Cc1nn(Cc2ccccc2Cl)c(C)c1C(=O)OCC(=O)NC1CCCC(C)C1C (configuration not stated)	4	5	-1	-5	4	4	-10	0	0.7	-3
Fc1cccc(-c2ccc3c(c2)CNCc2cnnn2-3)c1	-1	0	5	-3	0	0	-8	-1	-1.5	1
C[C@]12CCC(=O)C(O)=C1CC[C@@H]1[C@@H]2CC[C@]2(C)C(=O)CC[C@@H]12	-2	4	9	2	1	0	0	-1	-0.4	4
O=c1c2ccccc2[nH]c(=S)n1-c1ccc2c(c1)OCCO2	1	4	6	2	-3	-6	0	-1	0.3	0
Cc1cccc(N2C(=O)NC(=O)/C(=C\c3cccn3-c3ccc(Cl)cc3)C2=O)c1	-3	-13	-7	0	-15	5	-16	-4	-2.9	-9
c1ccc(CN2CCN(Cc3ccc4ccccc4c3)CC2)cc1	-5	4	5	8	-6	3	0	5	0.3	0
COc1ccc2nc(-c3ccc(CN4CCC(n5c(=O)[nH]c6cc(Cl)ccc65)CC4)cc3)c(-c3ccccc3)nc2c1	-25	-58	15	-4	-58	4	6	-1	-13	-5
COC(=O)C1=C(c2ccc(OC)c(OC)c2)C[C@@H]2CC[C@H]1N2C(=O)NCc1ccco1	-1	-1	-7	1	-1	-1	-7	-4	0.1	-5
O=[N+]([O-])c1cc(S(=O)(=O)c2ccc(O)c([N+](=O)[O-])c2)ccc1O	5	35*	4	3	8	6	-4	42*	0.2	2
CN1CCN(c2ccc(NC(=O)C(C)(C)C)cc2)CC1	-4	-3	2	2	1	1	-4	7	-0.6	1
CN1C(=O)C(=Cc2ccccc2OS(=O)(=O)c2ccccc2)C(=O)N(C)C1=O	-3	-2	2	5	-11	1	4	1	0.0	-7
Cc1nn(Cc2ccccc2Cl)c(Cl)c1C(=O)OC(C(=O)NC(N)=O)C(C)C (configuration not stated)	-1	-3	0	-2	-1	0	-4	-4	-0.1	2
CCc1n[nH]c(CCN)n1	-2	2	-6	-1	-3	4	-3	5	-1.4	0
CCOC(=O)c1sc(/N=C/c2c(O)n(-c3ccccc3)c(=O)[nH]c2=O)c(C#N)c1C	-9	-12	-1	-1	-17	0	14	-3	0.4	-8
CC1=CC(=O)C2=C(C)C[C@H](O)[C@@H]3[C@H](OC(=O)[C@H]3C)[C@@H]12	-2	-1	3	2	2	-1	-2	0	0.1	-7
CC1CN1c1cc2c(c3c1ccn3C)C1CCC2C1 (configuration not stated)	-5	-11	-4	-7	-12	4	13	-6	-0.4	8
COC(=O)c1cn(Cc2ccc(F)cc2)c2ccccc12	0	-1	2	-1	1	5	-5	-15	0.9	-3
CN1CCC(N(C)Cc2cccnc2)CC1	-4	4	11	2	8	-4	-8	7	-0.2	-5
COc1ccc(N=C(C)c2c(O)n(C)c(=O)n(C)c2=O)c(OC)c1	-1	-1	4	2	1	4	-2	1	-0.5	10
O=C(CN1CCCC1)Nc1ccc(Cl)cc1C(=O)c1ccccc1	-5	-11	6	1	-18	6	5	2	0.1	0
C=CCNC(=S)N1Cc2cc(Br)ccc2-n2nncc2C1	4	4	17	4	2	4	-3	2	0.3	2
c1ccc(C2OCCN3CCCCC23)cc1 (configuration not stated)	-3	3	8	0	0	3	-6	-2	0.2	2
Cc1cc(/C=C2\C(=O)NC(=O)N(c3ccc(Cl)cc3)C2=O)c(C)n1-c1sc2c(c1C#N)CCCC2	3	-19	-10	9	-31	-14	-7	19	-0.5	-9
C=CP(=O)(O)c1ccccc1	0	5	-1	-1	1	-4	-1	-1	0.6	6

Quoted from the listing.
Reading of CN1CCC(N(C)Cc2cccnc2)CC1 in ARFGAP1 inh: 11
Reading of O=c1c2ccccc2[nH]c(=S)n1-c1ccc2c(c1)OCCO2 in KLK7 zymogen act: 0.3
Reading of COc1ccc2nc(-c3ccc(CN4CCC(n5c(=O)[nH]c6cc(Cl)ccc65)CC4)cc3)c(-c3ccccc3)nc2c1 in ASAP1 inh: 6
Reading of CN1C(=O)C(=Cc2ccccc2OS(=O)(=O)c2ccccc2)C(=O)N(C)C1=O in ADAM17 inh: -3
Reading of C=CCNC(=S)N1Cc2cc(Br)ccc2-n2nncc2C1 in KLK7 zymogen act: 0.3

(continued)
SMILES	ADAM17 inh	PLCg1 inh	ARFGAP1 inh	MBD2 inh	PLCb3 inh	DDE Tn7 FP inh	ASAP1 inh	UHRF1 binding	KLK7 zymogen act	Tn6 DDE FP
CCC12CN3CC(CC)(CN(C1)C3c1cccnc1)C2=O (configuration not stated)	-3	-3	-4	4	-3	1	-7	-1	0.1	4
CCc1ccc(CN2CCN(C(=O)Cc3ccccc3)CC2)cc1	-2	5	7	-1	2	-1	-6	0	0.1	7
C=CCN1C(=O)NC(=O)/C(=C/c2ccc(OCC(=O)Nc3ccc(C)cc3)cc2)C1=O	-1	0	8	-6	-8	9	-10	-4	-0.6	7
CC1=CC(=C2C(=O)NC(=S)NC2=O)C=C(C(F)(F)F)N1Cc1ccccc1	-6	-3	-1	5	-6	5	7	0	-0.1	-2
CCc1sc(C(=O)N2CCC3(CC2)OCCO3)cc1Br	-3	2	-4	0	-1	-4	-2	-1	-0.2	5
Nc1c2c(nc3ccccc13)CCN(Cc1ccccc1)C2	-33	-131	-8	-4	-191	7	3	-15	1.5	-1
COC(=O)C1=C(c2ccc(-c3ccccc3)c(F)c2)C[C@@H]2CC[C@H]1N2C(=O)N1CCCCC1	5	7	-8	-4	4	-1	8	3	-0.1	-2
C[C@H](Cc1ccc(OCC(=O)O)cc1)NC[C@H](O)c1cccc(Cl)c1	-2	-1	6	-5	1	0	3	-2	-0.6	2
CCOC(=O)C1C(=O)NC2(C)CC1c1cc(OC)ccc1O2 (configuration not stated)	-1	1	5	-1	4	3	-2	0	-0.4	-1
COc1ccccc1N1CCN(Cc2cccc(OC)c2O)CC1	-3	1	-9	3	4	-1	-5	-4	-0.7	6
CC(C)(C)NC(=S)N1CCn2cccc2C1c1cccnc1 (configuration not stated)	2	-6	1	-3	-3	-10	-4	-3	0.3	-4
COC(=O)C1=C(N)Oc2c(c(=O)oc3ccccc23)C1c1cccnc1 (configuration not stated)	-5	1	-3	2	-1	-2	-9	-1	0.0	7
CCN1C(=O)C(=C2C=C(C)OC(C)=C2)C(=O)N(CC)C1=S	0	0	1	2	0	-3	-6	-4	0.9	0
COC(=O)c1ccccc1NC(=O)N1C[C@@H]2C[C@@H](C1)c1cccc(=O)n1C2	1	-7	6	-2	-8	-7	4	-1	0.0	0
COc1cc(Br)c(CNCCc2ccc3c(c2)OCO3)cc1OC	-3	3	1	3	2	1	-1	4	-0.1	-2
O=C1NC(=S)NC(=O)C1=Cc1ccc(OCC(=O)N2CCCC2)cc1	-5	2	1	-4	-8	-6	-7	2	0.3	-2
NS(=O)(=O)c1nc[nH]c1[N+](=O)[O-]	1	11*	0	8	-2	3	8	5	0.3	-3
CCC1(CC)C(=O)NC(=NCCc2c[nH]c3ccccc23)NC1=O	0	0	2	-1	1	-1	6	1	0.3	2
CCOC(=O)c1c(C)[nH]c(C(=O)C(C)N2CCCC2)c1C (configuration not stated)	4	6	4	3	1	-1	7	0	0.1	-6
C=CCN1C(=O)NC(=O)/C(=C\c2ccc(-c3ccccc3[N+](=O)[O-])o2)C1=O	-3	-6	-15	3	-10	2	3	56*	-0.5	-2
CCN(CC)c1ccc(C=C2C(=O)NC(=S)NC2=O)cc1	0	0	3	-4	-8	-1	10	0	0.1	-9
N[C@H](CO)Cc1ccccc1	-8	-1	2	3	-1	12	-10	2	-0.6	-11
COc1ccc(-c2nn(CCC#N)cc2C(=O)O)cc1	-2	3	-10	3	3	5	-7	-1	-0.6	4
O=c1[nH]c(=S)n(Cc2ccc(F)cc2)c(O)c1C=NCCCn1ccnc1	-1	2	-6	3	-6	-1	6	-2	0.5	-8
CCc1ccccc1NC(=O)CN1CCN(C(=O)COc2ccccc2C#N)CC1	-3	4	4	4	-1	-5	6	-2	0.1	5
Remaining list, next part
SMILES	ADAM17 inh	PLCg1 inh	ARFGAP1 inh	MBD2 inh	PLCb3 inh	DDE Tn7 FP inh	ASAP1 inh	UHRF1 binding	KLK7 zymogen act	Tn6 DDE FP
C[N+](C)(C)CC(=O)O	-1	1	0	-2	5	-3	5	0	0.4	5
COc1cccc(C2(O)CCN(Cc3ccncc3)CC2)c1	-3	-8	-6	-1	-8	6	7	-1	-0.5	6
O=P(NC1CCCCC1)(Oc1ccccc1)Oc1ccccc1	2	3	-9	-4	-1	-2	3	-2	-0.2	-7
CCOC(=O)c1cncn1C(C)c1ccccc1 (configuration not stated)	-1	1	-2	-7	4	4	-5	-3	0.3	-2
Cc1cc(C(=O)OC(C)C(=O)Nc2ccccc2)c(C)n1C1CC1 (configuration not stated)	1	0	-4	-4	-85	-11	11	0	0.3	13
CCN(CC)CCN1Cc2ccccc2C1=N	1	0	1	3	-7	-14	-8	7	0.6	-1
C[N+]1(C)CCc2cc3c(cc2[C@H]1[C@@H]1OC(=O)c2c1ccc1c2OCO1)OCO3	-1&0	-16&-51	2&-1	-3&0	-21&-74	-8&-4	-7&5	-1&0	3.8&2.9	-6&-2

Full records from above:
CCN(CC)CCN1Cc2ccccc2C1=N in the list: ADAM17 inh: 1; PLCg1 inh: 0; ARFGAP1 inh: 1; MBD2 inh: 3; PLCb3 inh: -7; DDE Tn7 FP inh: -14; ASAP1 inh: -8; UHRF1 binding: 7; KLK7 zymogen act: 0.6; Tn6 DDE FP: -1
O=P(NC1CCCCC1)(Oc1ccccc1)Oc1ccccc1 in the list: ADAM17 inh: 2; PLCg1 inh: 3; ARFGAP1 inh: -9; MBD2 inh: -4; PLCb3 inh: -1; DDE Tn7 FP inh: -2; ASAP1 inh: 3; UHRF1 binding: -2; KLK7 zymogen act: -0.2; Tn6 DDE FP: -7

Compound activity (PubChem BioAssay)
